High-throughput results: PubChem, several laboratories
MITF act = activators of MITF-driven TRPM1 promoter reporter, primary screen, cell-based, SK-MEL-5, luciferase, single point; AID 588334, 2011; activation, % at 12.5 µM; SK-MEL-5 TRPM1-promoter luciferase, 24 h; % of positive control, neutral wells = 0; actives 0.75% (n = 300,000);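 active means mean activation of at least 80% with every replicate also reaching 80%; inconclusive means mean reaches 80% but some replicate falls short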;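 further: 0% = neutral control wells and 100% = parthenolide positive control wells; values of inactives mirror those of a sister screen read the other way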
SR-BI DiI-HDL act = activators of SR-BI mediated DiI-HDL uptake, primary screen, ldlA[mSR-BI] CHO cells, DiI fluorescence. activation, % at 12.5 µM. actives 0.096% (n = 320,000). 3 h; 100 = double the neutral-control signal;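 active means mean replicate activation of at least 60% and every replicate at or above 60%; inconclusive means mean or all-replicate condition met, but not both; inactive means mean below 60% and not all replicates reaching 60%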;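 further: 0% = median plate neutral-control signal and 100% = twice that signal; values of inactives mirror those of a sister screen read the other way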
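System: LDL receptor-deficient CHO ldlA cells overexpressing murine SR-BI | Timing: 3 h uptake period with compound, 37 °C | Medium: HEPES-buffered (25 mM, pH 7.4) F12 plus 0.5% BSA | Dosing: Single-point compound dose | Signal: Bottom-read fluorescence, 550/595 nm | Read-out: Retained DiI signal reflecting DiI-HDL uptake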
phage Ecoli inh = growth loss of phage-infected E. coli, primary screen, RecBCD inhibitor project, absorbance, with phage, HTS | inhibition, % at 11.9 µM | actives 0.26% (n = 360,000) | AID 651602, 2012; in the data active means inhibition above about 11%
Tat export inh = E. coli Tat export inhibitors, primary screen, MC4100, TorA-mCherry reporter, fluorescence, single point | inhibition, % at 10 µM | actives 0.036% (n = 340,000) | AID 488895, 2010;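 active means mean replicate inhibition at least 50% and at least half of replicates individually reaching 50%; inconclusive means only one of the two criteria met; inactive means neither criterion met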;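 further: exported cargo escapes ClpAP degradation while cytoplasmic cargo is degraded and loses fluorescence; 0% = median of neutral control wells and 100% = median of NaSCN control wells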
CAL PDZ FP-1 = CAL PDZ peptide-binding inhibitors, primary screen, biochemical, fluorescence polarization, Cer-tagged CAL PDZ, HTS; purified CAL PDZ, TMR-peptide fluorescence polarization, 1 h; AID 504414, 2011; Golgi-associated PDZ and coiled-coil motif-containing protein (Homo sapiens), Q9HD26; actives 0.02% (n = 330,000); inhibition, % at 20 µM;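 active means highest replicate inhibition of at least 40%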;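 further: plate controls were DMSO neutral control wells for no effect and unlabeled competitor peptide control wells for full effect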
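material = purified tagged CAL PDZ domain construct (CerCALP) | compound dosing = 20 µM, one dose | times = 1 h at RT | measured by = fluorescence polarization from S- and P-plane intensities, G-factor corrected | read-out = inhibition from polarization loss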
Wnt act = Wnt/beta-catenin pathway activators, primary screen, cell-based, plate reader, single point | Wnt/beta-catenin reporter cell assay, activator | activation, % at 9.35 µM | actives 1.2% (n = 300,000); in the data active means activation above about 30%, passing the limit was not always enough; inconclusive means no clear call, values can overlap the other calls;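 further: 0% = neutral control wells and 100% = positive control wells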
SR-BI DiI inh = inhibitors of SR-BI mediated HDL lipid uptake, primary screen, ldlA[mSR-BI] cells, fluorescence, single point | Scavenger receptor class B member 1 (Mus musculus), Q61009 | ldlA[mSR-BI] CHO cells, DiI-HDL uptake fluorescence, 3 h | inhibition, % at 12.5 µM | actives 0.96% (n = 320,000) | AID 488896, 2010;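 active means mean replicate inhibition of at least 70% and a set share of replicates each scoring 70 or more; inconclusive means meets just one of the two criteria; inactive means fails both criteria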;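 further: 0% = median of neutral control wells and 100% = median of positive control wells; values of inactives mirror those of a sister screen read the other way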
Target sequence (Q61009 whole entry, looked up): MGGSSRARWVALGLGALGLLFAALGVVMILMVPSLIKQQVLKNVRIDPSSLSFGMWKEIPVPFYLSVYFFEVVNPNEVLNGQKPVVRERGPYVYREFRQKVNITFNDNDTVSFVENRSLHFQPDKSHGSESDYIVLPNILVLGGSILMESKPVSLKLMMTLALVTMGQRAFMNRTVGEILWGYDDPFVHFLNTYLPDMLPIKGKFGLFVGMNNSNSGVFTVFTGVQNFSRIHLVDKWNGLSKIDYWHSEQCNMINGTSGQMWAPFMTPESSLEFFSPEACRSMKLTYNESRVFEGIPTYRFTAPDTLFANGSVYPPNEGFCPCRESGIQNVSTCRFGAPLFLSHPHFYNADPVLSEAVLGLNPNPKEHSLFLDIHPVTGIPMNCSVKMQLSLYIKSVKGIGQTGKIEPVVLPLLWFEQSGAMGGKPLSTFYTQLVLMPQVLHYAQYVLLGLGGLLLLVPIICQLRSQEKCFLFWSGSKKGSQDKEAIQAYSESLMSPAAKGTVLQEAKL
CAL PDZ FP-2 = untagged CAL PDZ binding inhibitors, primary screen, biochemical, fluorescence polarization, HTS; actives 0.92% (n = 300,000); AID 602252, 2012; Golgi-associated PDZ and coiled-coil motif-containing protein (Homo sapiens), Q9HD26; inhibition, % at 24.9 µM; purified CAL PDZ, TMR-peptide fluorescence polarization, 1 h;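 active means mean inhibition of at least 30% with at least half of replicates also reaching 30%; inconclusive means no clear call, values can overlap the other calls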;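 further: 0% = DMSO neutral control and 100% = excess unlabeled competitor peptide PRC23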
E coli growth = E. coli V3065 growth inhibition, primary screen, counter-screen for AddAB inhibitor project, absorbance, OD600; actives 0.27% (n = 330,000); 18 h; inhibition, % at 11.9 µM;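 active means inhibition above the campaign's mean inhibition across all tested compounds plus 3 SD, cut at about 9.9% in these data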;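 further: uninfected addAB+ strain grown without phage in ampicillin broth; 0% = DMSO wells and 100% = ciprofloxacin 0.95 µg/ml wells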
AddAB inh = growth inhibition of E. coli expressing H. pylori AddAB, primary screen, AddAB inhibitor project, absorbance; inhibition, % at 11.9 µM; actives 0.29% (n = 330,000); AID 435030, 2010; in the data active means inhibition above about 12%;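 further: 0% = vehicle wells of infected cells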
An asterisk follows results filed as active; u = inconclusive; x = not tested or not shown.

Screens in order – MITF act	SR-BI DiI-HDL act	phage Ecoli inh	Tat export inh	CAL PDZ FP-1	Wnt act	SR-BI DiI inh	CAL PDZ FP-2	E coli growth	AddAB inh
1) N#Cc1cc(S(=O)(=O)c2ccc(F)cc2)c(N)[nH]c1=O
  -4	9	2.8	-3	-0.4	-4	-9	0	-0.6	-0.2
2) COc1cc2c(cc1OC)CN(C(=O)c1ccc(S(=O)(=O)N3CCCCC3)cc1)CC2
  -1	1	1.1	-10	0.2	6	-1	-3	-0.3	1.9
3) COc1ccc(NC(=O)CSc2nc3ccccc3c(=O)[nH]2)cc1S(N)(=O)=O
  5	-1	2.9	-2	-0.4	0	1	-2	-1.2	-0.8
4) O=C(O)c1cccc(Nc2nc(C(F)(F)F)nc3ccccc23)c1
  6	21	5.1	-2	-0.5	1	-21	2	-0.9	-0.2
5) CCC(C)[C@H](NC(=O)C1(c2ccccc2)CCN(C(=O)OC(C)(C)C)CC1)C(=O)N[C@@H](C(=O)O)c1ccccc1 (some centres undefined)
  0	28	-0.5	0	-1.4	-2	-28	8	-1.5	3.5
6) Cc1cccc(N)c1-c1c(C)cccc1N
  -9	27	0.5	-4	-2.3	0	-27	-1	0.0	6.2
7) COc1ccc(C(=O)Nc2ccc(Cl)cc2C(=O)N2CCCC(C)C2)cc1 (centres undefined)
  6	-43	3.3	0	0.4	x	43	-1	-0.5	0.3
8) Cc1ccc2nc(COc3ccc(N(C)S(=O)(=O)c4ccccc4)cc3)cc(=O)n2c1
  -6	-25	3.9	-11	-0.6	-2	25	-3	0.6	-2.0
9) O=C(O)c1ccc(S(=O)(=O)NC2CCCc3ccccc32)cc1 (centres undefined)
  -7	15	2.3	7	-1.2	0	-15	-1	0.7	0.0
10) CN(C(=O)CN1C(=O)S/C(=C\c2ccc(Cl)cc2)C1=O)C1CCS(=O)(=O)C1 (centres undefined)
  16	12	1.6	5	-2.4	-4	-12	-3	1.2	-0.7
11) Cc1nc(-c2ccc(NC(=O)C3CC3)cc2)cs1
  u	12	1.7	1	-3.8	14	-12	-7	-0.3	2.9
12) COc1ccc(CCNc2oc(COc3ccc(Br)cc3)nc2C#N)cc1OC
  3	-41	0.3	2	-1.0	-4	41	x	1.7	2.2
13) O=C(NN=Cc1ccccc1O)c1cccc([N+](=O)[O-])c1
  -47	-129	2.4	-5	0.9	0	129*	-5	x	x
14) COC(=O)c1ccc2c(=O)n(CCCCCC(=O)N3CCN(c4ccccc4)CC3)c(=O)[nH]c2c1
  x	-33	2.5	2	-3.3	2	33	-2	-1.4	0.8
15) COC(=O)C(C)n1nnc2sc(-c3ccccc3)cc2c1=O (centres undefined)
  59	-1	5.9	-2	0.5	4	1	x	-1.5	-0.3
16) COC(=O)C(NNc1ccccc1)(NC(=O)c1ccc(F)cc1)C(F)(F)F (centres undefined)
  3	12	3.4	-6	0.2	1	-12	-24	1.1	2.8
17) FC(F)(F)c1cccc(N2CCN(CC3CC=CCC3)CC2)c1 (centres undefined)
  -2	-10	0.7	-4	-1.2	-2	10	-1	3.6	1.3
18) COc1ccc(-c2ccnc(SCC(=O)c3ccc(Cl)cc3)n2)cc1
  7	-6	3.8	4	-2.8	-3	6	8	2.8	5.9
19) CCN(CC)CCn1c2ccccc2c2nc(C)sc21
  -1	29	1.3	2	0.5	x	-29	-3	0.6	1.8
20) O=C(NCc1ccc(Cl)cc1)c1cnccn1
  4	10	2.0	5	-2.8	-2	-10	-2	1.5	1.3
21) Cc1nnc(SCCC(=O)Nc2ccccc2Cl)o1
  x	11	0.9	-2	-0.6	0	-11	1	1.5	0.5
22) CCn1nc(C)c(C2C(C#N)=C(N)Oc3n[nH]c(C)c32)c1C (centres undefined)
  1	5	-0.7	1	-0.8	1	-5	2	-0.5	-0.3
23) CCCCNC1CCS(=O)(=O)C1 (centres undefined)
  4	33	1.9	-9	-1.9	x	-33	1	-0.1	1.9
24) CN(c1ccccc1)S(=O)(=O)c1ccc2c(c1)oc(=O)n2C
  x	-5	2.5	8	0.2	0	5	-2	2.6	1.6
25) CCOC(=O)c1cccc(NC(=O)c2cccs2)c1
  31	-9	0.9	-2	-2.0	x	9	8	1.1	3.1
26) CCOC(=O)CNC(=S)N(Cc1ccccc1)Cc1cccnc1
  1	39	1.2	7	-0.8	0	-39	-4	-1.4	2.6
27) CC(C)=CCC/C(C)=C/CNC(=O)CC1C[C@H](C(=O)N(C(C)C)C(C)C)[C@@]2(C)c3[nH]c4ccccc4c3CCN2C1=O (some centres undefined)
  1	-38	1.5	34	-0.5	-5	38	-1	-1.1	-0.7
28) Cc1ccc(C(=O)O)cc1NCc1ccncc1
  5	13	-0.6	-3	-0.3	0	-13	x	0.2	2.0
29) O=C(NNc1ccc(F)cc1F)C1CCC1
  -8	4	2.2	-3	-0.1	1	-4	-10	-0.4	2.0
30) COC(=O)c1ccccc1NC(=O)NC1CCN(Cc2ccccc2)CC1
  -1	-32	0.0	5	-1.6	-10	32	x	0.9	0.3

(listing goes on)
Screens in order – MITF act	SR-BI DiI-HDL act	phage Ecoli inh	Tat export inh	CAL PDZ FP-1	Wnt act	SR-BI DiI inh	CAL PDZ FP-2	E coli growth	AddAB inh
31) COC(=O)c1ccc(C2/C(=C(\O)c3ccc(OC)c(C)c3)C(=O)C(=O)N2c2cc(C)on2)cc1 (centres undefined)
  x	5	-1.3	2	-1.5	4	-5	-4	0.8	3.5
32) COc1cc(CNc2ccc3[nH]c(=O)[nH]c3c2)ccc1OCc1ccccc1C
  71	-13	-0.6	13	0.4	18	13	-5	-0.4	-1.1
33) O=C(N/N=C/c1ccco1)C1CC1c1ccccc1 (centres undefined)
  -2	3	3.0	-3	-1.7	x	-3	-3	-2.1	-0.7
34) Cc1ccc(NC(=O)COC(=O)c2ccco2)cc1C
  13	7	7.2	-3	0.2	2	-7	x	1.9	3.0
35) CCOc1ccc(CCNC(=O)c2cc(=O)[nH]c3ccc(S(=O)(=O)N(CC)CC)cc23)cc1OCC
  7	-15	0.1	1	-0.3	-1	15	-4	0.0	0.0
36) CCN(CC)CCOc1c(C)cccc1Cl
  -2	28	4.7	-2	-0.4	0	-28	0	-1.1	0.8
37) Cn1cc(CCC(=O)NCc2cccc(Cl)c2)c2ccccc21
  0	-28	2.0	-4	-0.4	1	28	-2	0.5	0.0
38) COc1ccc2c(c1)c1ncn(CCCN3CCOCC3)c(=O)c1n2C
  10	-9	0.3	-4	-1.9	x	9	-7	0.5	2.6
39) CCOc1ccc(NC(=O)CC2NCCNC2=O)cc1 (centres undefined)
  6	28	1.4	2	-0.9	x	-28	-2	1.1	-0.8
40) NS(=O)(=O)c1ccc(N/N=C/c2ccncc2)cc1
  0	x	2.1	-9	0.8	0	x	x	3.8	3.9
41) FC(F)(F)Oc1ccc(-c2cn3cccnc3n2)cc1
  x	5	4.2	4	-0.1	25	-5	0	3.9	1.7
42) CC(=O)N1CCc2cc(S(=O)(=O)CCC(=O)N3CCN(C(=O)c4ccco4)CC3)ccc21
  -2	8	x	-5	-1.5	x	-8	-4	-3.5	0.2
43) COc1ccccc1C(CNc1ccc(S(=O)(=O)N2CCCC2)cc1[N+](=O)[O-])N(C)C (centres undefined)
  -21	0	1.7	6	-1.5	-2	0	15	-0.7	-0.3
44) CCCc1n[nH]c(=O)c2c1nnn2Cc1ccccc1F
  -10	3	2.1	2	-0.7	0	-3	x	-1.7	-0.5
45) C[C@H]1CN=C(Nc2ccccc2)N1CCCC1CCCC1
  11	19	4.1	7	0.5	-3	-19	-3	-0.9	2.4
46) Cc1cccnc1CNC(=O)C1CCC(=O)N(CCc2cccc(F)c2)C1 (centres undefined)
  6	2	2.0	3	0.2	2	-2	x	0.3	2.4
47) CCOc1ccc(S(=O)(=O)N2CCC(C(=O)N3CCCCCC3)CC2)cc1C
  -23	5	1.7	-10	-1.7	1	-5	-1	2.6	5.1
48) COc1ccc(C2NC(=O)c3sc4nc(C)c(C(C)=O)c(-c5ccc(Cl)cc5)c4c3N2)cc1 (centres undefined)
  2	-13	1.6	5	-1.2	x	13	-2	-0.4	2.1
49) O=C(Cc1c(Cl)cccc1Cl)Nc1ccncc1
  -8	3	2.4	1	-2.9	1	-3	-6	x	x
50) COc1cccc(C2CC(=O)Nc3cc(OC)c(OC)cc32)c1 (centres undefined)
  -5	3	2.6	0	x	1	-3	-5	x	x
51) CCC(Oc1ccccc1OC)C(=O)Nc1ccc2c(c1)OCO2 (centres undefined)
  -4	-3	-0.6	0	0.3	3	3	-3	-0.9	1.1
52) COC(=O)[C@H]1C[C@@H]1[C@H](NC(=O)c1ccccc1)c1ccccc1
  4	5	1.8	-11	1.0	5	-5	-5	-1.3	0.9
53) O=C(CC1C(=O)NCCN1Cc1cccc(F)c1F)NC1CCCCCC1 (centres undefined)
  -3	21	-0.4	-4	0.3	2	-21	0	0.2	1.1
54) CCOC(=O)c1c(S(=O)(=O)NCC(=O)N2CCN(c3ccccc3)CC2)c(C)n(C)c1C
  3	-18	0.6	-1	-1.8	-2	18	-5	-1.7	1.8
55) CC(C)(C)OC(=O)n1cc(C(=O)c2ccccc2O)cn1
  3	6	1.8	-16	-0.7	-1	-6	70*	3.0	5.0
